NSD2 HMT inh = inhibitors of human histone methyltransferase NSD2 | NSD2 peptide methylation, AlphaScreen, 120 min | inhibition, % at 12.5 µM | 310,000 compounds, 0.54% hits | AID 743445; in the data active means inhibition above about 50%
SR-BI uptake up = enhances SR-BI lipid uptake from DiI-HDL; activation, % at 12.5 µM; 320,000 compounds, 0.096% hits; CHO ldlA[mSR-BI] cells, DiI-HDL uptake fluorescence, 3 h; 100 = double the neutral-control signal; AID 504775;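 active means mean replicate activation of at least 60% and every replicate at or above 60%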;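 further: 0% = median plate neutral-control signal and 100% = twice that signal; values of inactives mirror those of a sister screen read the other way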
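Material – SR-BI-overexpressing, LDLR-lacking CHO cells · Medium – BSA-supplemented, HEPES-buffered Ham's F12, pH 7.4 · Doses – single concentration · Times – compound with DiI-HDL co-incubation, 3 h at 37 °C · Measured by – bottom-read fluorescence, 550/595 nm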
MITF TRPM1 HTS = MITF TRPM1 promoter activation in melanoma cells; SK-MEL-5 TRPM1-promoter luciferase, 24 h; % of positive control, neutral wells = 0; activation, % at 12.5 µM; 300,000 compounds, 0.75% hits; AID 588334;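 active means mean activation of at least 80% with every replicate also reaching 80%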;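 further: 0% = neutral control wells and 100% = parthenolide positive control wells; values of inactives mirror those of a sister screen read the other way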
SR-BI HDL uptake = inhibitors of mouse SR-BI mediated HDL lipid uptake; AID 488896; inhibition, % at 12.5 µM; Q61009; 320,000 compounds, 0.96% hits; ldlA[mSR-BI] CHO cells, DiI-HDL uptake fluorescence, 3 h;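 active means mean replicate inhibition of at least 70% and a set share of replicates each scoring 70 or more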;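 further: 0% = median of neutral control wells and 100% = median of positive control wells; values of inactives mirror those of a sister screen read the other way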
Target sequence (Q61009 whole entry, looked up): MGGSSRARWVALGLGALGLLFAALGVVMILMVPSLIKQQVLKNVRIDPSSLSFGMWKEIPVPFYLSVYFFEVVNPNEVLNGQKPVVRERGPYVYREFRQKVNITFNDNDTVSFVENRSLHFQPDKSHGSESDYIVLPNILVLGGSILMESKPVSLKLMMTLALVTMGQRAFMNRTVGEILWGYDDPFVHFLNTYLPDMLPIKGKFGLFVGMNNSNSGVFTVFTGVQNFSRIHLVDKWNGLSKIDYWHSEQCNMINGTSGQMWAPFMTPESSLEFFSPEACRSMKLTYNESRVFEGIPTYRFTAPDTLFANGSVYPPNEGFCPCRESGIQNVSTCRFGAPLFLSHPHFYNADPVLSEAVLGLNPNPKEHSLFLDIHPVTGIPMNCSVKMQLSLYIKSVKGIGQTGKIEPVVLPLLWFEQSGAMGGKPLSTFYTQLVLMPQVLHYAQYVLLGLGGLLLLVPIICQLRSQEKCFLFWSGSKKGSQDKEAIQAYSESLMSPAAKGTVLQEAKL
dFosB act = enhances mouse delta FosB homodimer DNA binding; activation, % at 25 µM; P13346; 340,000 compounds, 0.99% hits; purified delta FosB, TAMRA-CDK5 oligo fluorescence polarization; percent of positive-control signal above neutral wells;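 active means mean activation above about 17%, with every replicate also reaching it, limit read from the data, passing the limit was not always enough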;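 further: fluorescence polarization rise as delta FosB binds a TAMRA Cdk5 AP-1 oligo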
PfHsp90 yeast 2 = growth inhibition of yeast expressing Plasmodium Hsp90; S. cerevisiae expressing PfHsp90, BacTiter-Glo ATP, 48 h; yeast lacking PDR1 and PDR3 efflux regulators; inhibition, % at 9.4 µM; 310,000 compounds, 0.32% hits; AID 504621;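 active means every replicate shows inhibition above about 80%, whatever the replicate mean, limit read from the data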;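 further: 0% = DMSO neutral controls and 100% = 20 µM radicicol positive controls; yeast relying on Plasmodium falciparum Hsp90 in place of its own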
CAL PDZ FP-1 = blocks peptide binding to human CAL PDZ domain. inhibition, % at 20 µM. purified CAL PDZ, TMR-peptide fluorescence polarization, 1 h. AID 504414. 330,000 compounds, 0.02% hits. Q9HD26;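 active means highest replicate inhibition of at least 40%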;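 further: plate controls were DMSO neutral control wells for no effect and unlabeled competitor peptide control wells for full effect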
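Control set: unlabelled peptide and DMSO controls / Material: purified CerCALP PDZ construct / Timing: 1 h incubation at room temperature before polarization reading / Doses: 20 µM, one dose / Detection: fluorescence polarization (mP)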
CAL PDZ FP-2 = inhibitors of human CAL PDZ peptide binding; Q9HD26; purified CAL PDZ, TMR-peptide fluorescence polarization, 1 h; inhibition, % at 24.9 µM; 300,000 compounds, 0.92% hits; AID 602252;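 active means mean inhibition of at least 30% with at least half of replicates also reaching 30%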;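 further: 0% = DMSO neutral control and 100% = excess unlabeled competitor peptide PRC23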
Rtt109 HAT inh = inhibitors of Candida albicans Rtt109/Vps75 histone acetyltransferase; purified Rtt109/Vps75, ThioGlo CoA-SH fluorescence, 4 h; AID 540336; inhibition, % at 34.9 µM; Q5AAJ8; 330,000 compounds, 0.16% hits;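 active means inhibition of at least 50% in every replicate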
Target sequence (Q5AAJ8 whole entry, looked up): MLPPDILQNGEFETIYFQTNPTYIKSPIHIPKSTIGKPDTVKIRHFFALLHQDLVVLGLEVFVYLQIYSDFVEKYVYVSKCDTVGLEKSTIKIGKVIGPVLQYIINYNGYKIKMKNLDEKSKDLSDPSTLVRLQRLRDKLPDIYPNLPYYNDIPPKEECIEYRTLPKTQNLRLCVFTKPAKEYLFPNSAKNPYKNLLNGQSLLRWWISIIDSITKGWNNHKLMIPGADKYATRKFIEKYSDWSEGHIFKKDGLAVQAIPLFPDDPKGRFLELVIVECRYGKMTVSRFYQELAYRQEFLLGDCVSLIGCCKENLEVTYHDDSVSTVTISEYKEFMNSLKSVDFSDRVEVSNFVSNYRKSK
PvdQ inh = P. aeruginosa PvdQ acylase inhibition. purified PvdQ acylase, fluorescence plate reader. inhibition, % at 10 µM. 340,000 compounds, 0.063% hits. AID 488965; in the data active means inhibition above about 30%, passing the limit was not always enough;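 further: 0% = vehicle neutral wells and 100% = reference inhibitor wells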
Starred values were filed as active, the others as inactive; x = not tested or not shown.

The first 12 records as a preview:
no.	Molecule	CAL PDZ FP-1	NSD2 HMT inh	SR-BI HDL uptake	CAL PDZ FP-2	PfHsp90 yeast 2	Rtt109 HAT inh	SR-BI uptake up	PvdQ inh	MITF TRPM1 HTS	dFosB act
1	COc1ccc(C(=O)N2CCN(C(=O)CC(C)C)CC2)cc1OC	x	16	-14	-3	6	5	14	8	11	-3
2	CCCCOc1ccc(C(=O)N(CC)CC(=O)NCc2cccs2)cc1	0.3	-2	13	1	8	5	-13	15	14	-6
3	Cc1cn(C2CCCCC2)c(=O)[nH]c1=O	0.6	2	-22	-3	2	-4	22	2	-13	2
4	Cc1ccc(C(=O)COC(=O)C2CC(=O)N(c3nc(-c4ccccc4)cs3)C2)cc1 (stereo unspecified)	-0.4	0	14	-5	-14	-3	-14	10	x	-3
5	O=C1NCCCC1C(=O)N1CCN(C(=O)c2ccco2)CC1 (stereo unspecified)	-0.9	x	-4	0	9	1	4	-2	-3	11
6	O=C(NNC(=O)c1cccc2ccccc12)c1ccccc1O	-2.6	1	50	-3	0	39	-50	10	-7	0
7	O=C(NCc1ccc(Cl)cc1)c1ccc(-c2ccccc2C(F)(F)F)o1	-1.2	x	2	0	5	5	-9	-8	2	-1
8	O=C(N/N=C/c1ccco1)c1cc(-c2ccc(Br)s2)[nH]n1	-3.2	-7	9	-4	6	-13	-9	-5	3	6
9	O=S(=O)(c1ccc(SCCOc2cccc(Br)c2)nc1)N1CCCC1	-0.5	16	13	-4	x	10	-13	-8	-13	-1
10	O=C(Cn1cnc2c(nnn2Cc2ccccc2F)c1=O)OCc1ccccc1	-2.1	-1	-20	x	-19	-1	20	-13	3	-1
11	CC(=O)Nc1ccc2c(c1)nc1n2CCN(C2CCCCC2)C1	-0.5	x	-10	6	11	-10	10	5	32	5
12	CCCCc1nnc(SCC(=O)Nc2nccs2)n1CC	-2.0	2	-5	-3	16	1	5	-15	3	-7

All compounds of this part, previewed entries included:
no.	Molecule	CAL PDZ FP-1	NSD2 HMT inh	SR-BI HDL uptake	CAL PDZ FP-2	PfHsp90 yeast 2	Rtt109 HAT inh	SR-BI uptake up	PvdQ inh	MITF TRPM1 HTS	dFosB act
1	COc1ccc(C(=O)N2CCN(C(=O)CC(C)C)CC2)cc1OC	x	16	-14	-3	6	5	14	8	11	-3
2	CCCCOc1ccc(C(=O)N(CC)CC(=O)NCc2cccs2)cc1	0.3	-2	13	1	8	5	-13	15	14	-6
3	Cc1cn(C2CCCCC2)c(=O)[nH]c1=O	0.6	2	-22	-3	2	-4	22	2	-13	2
4	Cc1ccc(C(=O)COC(=O)C2CC(=O)N(c3nc(-c4ccccc4)cs3)C2)cc1 (stereo unspecified)	-0.4	0	14	-5	-14	-3	-14	10	x	-3
5	O=C1NCCCC1C(=O)N1CCN(C(=O)c2ccco2)CC1 (stereo unspecified)	-0.9	x	-4	0	9	1	4	-2	-3	11
6	O=C(NNC(=O)c1cccc2ccccc12)c1ccccc1O	-2.6	1	50	-3	0	39	-50	10	-7	0
7	O=C(NCc1ccc(Cl)cc1)c1ccc(-c2ccccc2C(F)(F)F)o1	-1.2	x	2	0	5	5	-9	-8	2	-1
8	O=C(N/N=C/c1ccco1)c1cc(-c2ccc(Br)s2)[nH]n1	-3.2	-7	9	-4	6	-13	-9	-5	3	6
9	O=S(=O)(c1ccc(SCCOc2cccc(Br)c2)nc1)N1CCCC1	-0.5	16	13	-4	x	10	-13	-8	-13	-1
10	O=C(Cn1cnc2c(nnn2Cc2ccccc2F)c1=O)OCc1ccccc1	-2.1	-1	-20	x	-19	-1	20	-13	3	-1
11	CC(=O)Nc1ccc2c(c1)nc1n2CCN(C2CCCCC2)C1	-0.5	x	-10	6	11	-10	10	5	32	5
12	CCCCc1nnc(SCC(=O)Nc2nccs2)n1CC	-2.0	2	-5	-3	16	1	5	-15	3	-7
13	Cc1ccc(S(=O)(=O)Nc2ccc(S(=O)(=O)NC(C)(C)C)cc2)cc1	-1.2	-1	-7	x	-5	-3	7	4	-13	1
14	CC1CC(=O)Nc2ccccc2N1C(=O)CSc1ncnc2sccc12 (stereo unspecified)	-1.5	4	-11	-5	-3	2	11	-10	-14	2
15	O=C(COc1ccc2ccccc2c1Br)N1CCOCC1	-3.6	-2	x	-5	-4	1	x	-5	21	-3
16	CCOC(=O)c1c(-c2ccc(OC)cc2)csc1/N=C/N(C)C	-1.4	-1	-25	1	-10	0	25	1	1	-10
17	Nc1sc(-c2ccccc2)c(Cc2ccccc2)c1C(=O)O	-2.9	9	-12	-3	-7	10	12	0	-9	-7
18	Cc1cccc(C)c1OCC(=O)NCc1nnc(SCC(=O)NC2CCCCC2C)n1C (stereo unspecified)	x	-1	33	-1	x	1	-33	-5	-11	2
19	C[C@@]12C(=O)Nc3cc(Cl)ccc3C(=O)N1[C@H]1c3cc(Cl)ccc3OC[C@@H]1[C@@H]2c1ccccc1	-0.5	x	-5	-1	-26	3	5	-10	7	-4
20	FC(F)(F)c1nc2cc3nc4ccccc4[nH]c3cc2n1	0.0	1	-10	-3	1	-2	10	-7	16	-7

Remaining list, next part:
no.	Molecule	CAL PDZ FP-1	NSD2 HMT inh	SR-BI HDL uptake	CAL PDZ FP-2	PfHsp90 yeast 2	Rtt109 HAT inh	SR-BI uptake up	PvdQ inh	MITF TRPM1 HTS	dFosB act
21	CN(C)/C=C/c1onc(-c2c(Cl)cccc2Cl)c1C#N	-2.7	1	19	4	-3	-2	-19	-5	-6	-1
22	Cc1ccc(C)c(NC(=O)CN(C)C(=O)c2ccc3[nH]c4c(c3c2)CC(C)CC4)c1 (stereo unspecified)	-2.7	1	13	-5	x	-4	-13	-6	-11	-17
23	CSc1ccc(C(=O)N2CCC(CCC(=O)NCc3ccc(F)cc3)CC2)cc1	-2.6	1	9	-3	-8	6	-9	-15	-5	3
24	Cc1cc(C)c(S(C)(=O)=O)c(=O)[nH]1	-0.3	4	-5	-5	4	3	5	-6	-9	-4
25	CCOc1ccccc1CNCCOC	-1.3	-4	-13	-3	-11	x	13	-14	-4	2
26	CCOC(=O)N1CCC(NC(=O)C2=C(C)C(=O)OC23CCC(C)CC3)CC1 (stereo unspecified)	0.3	x	-31	-3	14	-1	31	5	0	6
27	Cc1cccc(OCC(=O)NCC(=O)N/N=C/c2cc(Br)ccc2OCc2ccccc2)c1	-2.2	-3	x	0	15	-2	x	-13	-8	-5
28	CCOC(=O)C1CCN(C(=O)c2ccc(OCC(=O)Nc3ccc(OCC)cc3)c(OC)c2)CC1	0.7	1	83*	-3	x	-2	-83	0	-10	-8
29	COc1cccc(/C=N/NC(=O)C(=O)NCc2cccnc2)c1OC	0.0	-3	-15	-1	1	9	15	-1	-2	2
30	CCN(c1ccccc1)S(=O)(=O)c1ccc(Cl)c(NC(=O)CSc2nnc(C)s2)c1	-1.1	1	x	6	-6	3	x	5	-1	-11
31	NC(=S)NN=C1CCCCCCCC1	-0.8	-3	37	-1	-42	-2	-37	-9	-8	-10
32	S=c1[nH]nc(-c2cccnc2)n1/N=C/C(Cl)=C\c1ccccc1	-0.6	12	-2	2	1	10	2	-7	30	-6
33	CS(=O)(=O)N(CC(=O)NCCc1ccccc1)c1cccc([N+](=O)[O-])c1	-1.1	2	-20	x	2	14	20	4	20	4
34	CCCCCc1c(O)nc(SCC(=O)NCC2CCCO2)[nH]c1=O (stereo unspecified)	1.1	-1	-21	x	10	3	21	-5	5	4
35	CCOC(=O)c1cnc(-n2nc(C)cc2C)nc1N1CC(C)OC(C)C1 (stereo unspecified)	-1.2	0	-8	-3	-3	0	8	-8	-5	-5
36	CCOc1ccc(S(=O)(=O)NCc2ccncc2)cc1NC(=O)c1ccccc1	-2.5	-3	15	-3	-12	1	-15	-5	-24	-9
37	FC(F)C(F)(F)C1=CC(c2cccs2)=NCCN1	-0.7	10	-7	-1	48	5	7	-11	4	8
38	COc1cccc(/C=N/NC(=S)Nc2cccnc2)c1	10	-1	15	-2	-9	x	-15	-2	20	-7
39	N#C/C(=C\Nc1ccccc1SC(F)(F)F)c1nc(-c2ccc(F)cc2)cs1	-1.9	-2	56	-1	13	-5	-56	-4	-3	5
40	COc1ccc(N2CCN(C(=O)CCCC3=NS(=O)(=O)c4ccccc4N3)CC2)cc1	-0.5	x	-14	2	x	2	14	-10	x	3

Additional results:
no.	Molecule	CAL PDZ FP-1	NSD2 HMT inh	SR-BI HDL uptake	CAL PDZ FP-2	PfHsp90 yeast 2	Rtt109 HAT inh	SR-BI uptake up	PvdQ inh	MITF TRPM1 HTS	dFosB act
41	COc1ccc(-c2cc(NC(=O)c3cncn3-c3ccccc3)ccc2OC)cc1	-2.5	x	26	3	-27	19	-26	5	0	-8
42	O=C(CC1CCCCC1)Nc1nc2ccccc2s1	-3.4	2	24	-8	-18	3	-24	0	63	0
43	CCc1[nH]nc(C(=O)N2CCCC(Nc3cccc(F)c3)C2)c1C (stereo unspecified)	-1.5	-1	-11	-3	1	x	11	11	-3	-5
44	CC(=O)O[C@@H]1[C@@H](OC(C)=O)[C@H](n2ccc3cc([N+](=O)[O-])ccc32)OC[C@@H]1OC(C)=O	-3.8	2	-27	1	11	-7	27	0	x	-8
45	CN(Cc1ccc(F)cc1)C(=O)CNC(=O)c1ccc2c(c1)OCO2	-1.7	-2	-6	1	x	5	6	-10	6	-3
46	CSc1ccc(Cl)c(C(=O)OCC(=O)N2CCN(C(=O)c3ccco3)CC2)c1	-0.9	1	48	-6	6	0	-48	-10	-6	-7
47	COc1cccc(CN(C)C(c2ccccc2)c2ccccc2)c1OC	-1.6	2	-22	-2	15	-13	22	-5	-4	6
48	CCOC(=O)N1CCN(Cc2nc(-c3cccc(Cl)c3)no2)CC1	-2.2	-1	-1	-3	x	21	1	12	-11	-10
